VHR inh color: inhibitors of human VHR1 phosphatase (DUSP3); P51452; recombinant VHR phosphatase, colorimetric substrate read-out; inhibition, % at 20 µM; hit rate 0.7% among 50,000; in the data active = inhibition above about 60%; note: some results filed as inactive read as strong as hits
Target sequence (P51452 whole entry, looked up): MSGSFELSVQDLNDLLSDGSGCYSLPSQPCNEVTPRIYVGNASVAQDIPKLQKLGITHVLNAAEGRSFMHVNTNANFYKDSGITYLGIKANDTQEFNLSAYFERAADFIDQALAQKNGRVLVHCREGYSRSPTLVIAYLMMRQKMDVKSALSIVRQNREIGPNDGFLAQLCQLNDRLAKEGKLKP
Starred values were filed as active, the others as inactive. Only part of the results is shown; the hit share may differ from the screen's.

SMILES | VHR inh color
CC1=NN(C(=O)CCc2ccccc2)C(O)(c2ccncc2)C1 (stereo not drawn) | 7.6
Cc1onc(-c2ccccc2Cl)c1C(=O)N1CCN(c2ccc(Cl)cc2[N+](=O)[O-])CC1 | -31.4
O=C(COc1ccc([N+](=O)[O-])cc1)Nc1ccc(NC(=O)c2ccco2)cc1 | -7.0
Cc1cc(N(C)/N=C/c2cccnc2)nc(-c2ccccc2O)n1 | -3.9
CCOC(=O)C1=C(C)N(CCOC)C(=O)/C1=C\c1cc(OC)c(OC)c(OC)c1 | -72.4
O=C1C2C3C=CC(C3)C2C(=O)N1c1ncccn1 (stereo not drawn) | -39.4
COc1ccc(C(=O)Nc2sc3c(c2C#N)CC(C)(C)SC3)cc1[N+](=O)[O-] | 37.4
CCCCOc1ccccc1C1Nc2ccccc2NC2=C1C(=O)CC(c1ccccc1)C2 (stereo not drawn) | 9.7
Oc1ccc(Br)cc1/C=N\N1CCN(c2ccccc2)CC1 | 14.9
COc1ccccc1NC(=O)c1ccc2c(c1)C(=O)N(c1ccccc1C)C2=O | -16.1
CC1CCN(c2cc(N3CCN(C(=O)c4ccc(F)cc4F)CC3)c([N+](=O)[O-])cc2F)CC1 | -0.8
CC(=O)c1ccc(-c2ccc([N+](=O)[O-])cc2)s1 | -41.2
O=C(CSc1nc2ccccc2[nH]1)Nc1ccc(F)c(Cl)c1 | -12.4
CCOC(=O)c1[nH]cnc1C(=O)Nc1ccccn1 | -6.6
CCOC(=O)Cc1nnc(NC(=O)Nc2ccc(Cl)cc2)s1 | -8.3
Cc1cc(C(=O)N2CCN(c3ccc(Cl)cc3)CC2)ccc1[N+](=O)[O-] | -29.5
CS(=O)(=O)N1CCN(Cc2c[nH]c3ccccc23)CC1 | -18.0
O=C1/C(=C/c2ccco2)SC(=S)N1CCc1ccccc1 | 0.3
N/C(=N/N=C/c1ccc2c(c1)OCO2)c1ccccn1 | -1.0
COc1ccc(/C=C2/C(=N)N3N=C(C(C)C)SC3=NC2=O)cc1OC | 12.4
Cc1cccc(/C(N)=N/OC(=O)c2ccccc2I)c1 | -8.5
O=C(O)/C=C/C(=O)Nc1ccc(F)cc1F | -25.2
O=C1CC(c2ccccc2)CC2=C1C(c1cc([N+](=O)[O-])ccc1Cl)Nc1ccccc1N2 (stereo not drawn) | -14.2
COc1ccc(N(CC(=O)Nc2cccc(Br)c2)S(C)(=O)=O)cc1 | -10.2
Cc1ccc(C(C)NC(=O)c2ccccc2)c(C)c1 (stereo not drawn) | -28.8
O=C(Oc1ccc(/C=C2/SC(=S)N(c3ccccc3)C2=O)cc1)c1cccc([N+](=O)[O-])c1 | -12.7
CCCCOc1ccc(NC2=NC3(CCCC3)N=C(N)N2)cc1 | 0.5
NS(=O)(=O)c1ccc(NC(=S)Nc2ccccc2)cc1 | -11.6
Cn1ccnc1SCN1C(=O)c2ccccc2C1=O | 4.6
COc1cc(/C=C/C(=O)c2ccc(F)cc2)cc(OC)c1OC | 41.4

Looked up by structure from the entries so far, 5 records:
SMILES | VHR inh color
O=C1CC(c2ccccc2)CC2=C1C(c1cc([N+](=O)[O-])ccc1Cl)Nc1ccccc1N2 (stereo not drawn) | -14.2
CCCCOc1ccc(NC2=NC3(CCCC3)N=C(N)N2)cc1 | 0.5
O=C(O)/C=C/C(=O)Nc1ccc(F)cc1F | -25.2
COc1ccc(/C=C2/C(=N)N3N=C(C(C)C)SC3=NC2=O)cc1OC | 12.4
Cn1ccnc1SCN1C(=O)c2ccccc2C1=O | 4.6

Other records.
SMILES | VHR inh color
Cc1cc(C(=O)N/N=C/c2ccccc2[N+](=O)[O-])n[nH]1 | -12.7
COC(=O)/C(=C/C(=O)c1ccc(Cl)cc1)Nc1ccc(OC)cc1 | 11.6
COc1ccc(N2C(=O)CC(N3CCN(C(c4ccc(F)cc4)c4ccc(F)cc4)CC3)C2=O)cc1 (stereo not drawn) | -3.9
O=S(=O)(CCc1nnc(-c2ccccc2)o1)c1ccc(Cl)cc1 | 9.6
Oc1ccc(Br)cc1CN1CCN(C2CCN(Cc3ccccc3)CC2)CC1 | -12.2
O=C(N/N=C/c1cccc(O)c1O)c1ccc(-c2ccccc2)cc1 | -2.9
COC(=O)c1c(NC(=O)/C=C/C(=O)O)sc(C)c1-c1ccc(C)cc1 | -8.6
CCCC1=NN2C(=N)/C(=C/c3ccc(-c4ccc(Cl)cc4Cl)o3)C(=O)N=C2S1 | 9.6
COC(=O)C1=C(C)N(C)C(C)=C(C(=O)OC)C1c1cc(OC)c(OC)c(OC)c1 | -1.6
Cc1ccc(C(C)C)c(OCCNC(=S)Nc2cccc3ccccc23)c1 | 11.1
CCOC(=O)COc1ccc(-c2nc3sc(C)c(C)c3c(=O)[nH]2)cc1OCC | 6.8
Oc1ccc(C2NN=C(c3ccccc3)S2)cc1 (stereo not drawn) | -11.5
CCOC(=O)c1cnc(SCCCc2ccccc2)nc1N | -7.8
CC1CCc2c(sc(NC(=O)Cc3ccccc3)c2C(N)=O)C1 (stereo not drawn) | -0.6
COc1ccc(C(=O)Oc2ccc3c4c(c(=O)oc3c2)CCC4)cc1 | -11.5

Given as labelled records: entries from further up.
COC(=O)/C(=C/C(=O)c1ccc(Cl)cc1)Nc1ccc(OC)cc1
  VHR inh color = 11.6
COC(=O)c1c(NC(=O)/C=C/C(=O)O)sc(C)c1-c1ccc(C)cc1
  VHR inh color = -8.6

Other results
SMILES | VHR inh color
COc1cc(/C=C2/SC(=S)N(CC(=O)Nc3ccccc3C(=O)O)C2=O)cc(OC)c1OC | -17.1
Cc1cc(C)cc(NC(=O)/C=C/c2ccc(C)o2)c1 | 31.7
C=CCN1C(=O)/C(=C/c2cc(C)n(-c3ccc(C(=O)OC)cc3)c2C)SC1=S | -4.9
CC(C)(C)NC(=O)CN(c1cccc(C(F)(F)F)c1)S(C)(=O)=O | -10.4
CCOC(=O)CC1CSc2nc3sc(C)c(C)c3c(=O)n21 (stereo not drawn) | 1.4
COCCNC(=O)CN(c1ccc(OC)cc1)S(C)(=O)=O | 4.4
O=C(Nc1ccccc1C(=O)O)c1ccc2c(c1)C(=O)N(CC1CCCO1)C2=O (stereo not drawn) | -14.5
C=CCc1ccccc1OCCOc1c(I)cc(/C=N/n2cnnc2)cc1OC | 4.4
CN1C(=O)NC(=O)/C(=C/c2cc(Br)cc(Cl)c2O)C1=O | 11.7
COc1ccc(C(c2cc(C(C)(C)C)c(O)c(C(C)(C)C)c2)N2CCOCC2)cc1 (stereo not drawn) | 18.3
Nc1nnnn1Cc1nc2ccccc2[nH]1 | -10.7
CCOC(=O)C1=C(O)/C(=C/c2ccc(Cl)cc2)SC1=Nc1ccc(C)cc1 | 6.4
COc1ccc(CNC(=O)c2cnn3c(C(F)(F)F)cc(-c4ccc(OC)cc4)nc23)cc1 | -7.6
N/C(=N\c1nc(C(F)(F)F)cc(=O)[nH]1)Nc1ccc(Cl)cc1 | 8.7
C=CCN1C(=O)/C(=C\c2ccc(-c3ccc([N+](=O)[O-])cc3Cl)o2)C(=O)NC1=S | 18.3

Some of these compounds in order of SMILES length, ascending:
SMILES | VHR inh color
Nc1nnnn1Cc1nc2ccccc2[nH]1 | -10.7
N/C(=N\c1nc(C(F)(F)F)cc(=O)[nH]1)Nc1ccc(Cl)cc1 | 8.7
COc1ccc(C(c2cc(C(C)(C)C)c(O)c(C(C)(C)C)c2)N2CCOCC2)cc1 (stereo not drawn) | 18.3

Later entries
SMILES | VHR inh color
C=CCn1c(O)c(N=NC(=O)c2ccc(Cl)c([N+](=O)[O-])c2)c2cc(Br)ccc21 | -37.9
CC(=O)OCC12COC(C)(CC1C)CC2C (stereo not drawn) | 1.0
O=C(Nc1cccc(Cl)c1)C1CC1(c1ccccc1)c1ccccc1 (stereo not drawn) | 1.3
Cc1c(OCC(=O)O)ccc2c3c(c(=O)oc12)CCCC3 | -3.5
Cc1cc(Cl)ccc1OCC(=O)NNC(=O)c1cccnc1 | 5.3
CC1CCCCN1C(=O)/C=C/c1ccc(F)cc1 (stereo not drawn) | -1.4
O=C(CN1C(=O)S/C(=C/c2ccccc2F)C1=O)Nc1ccccc1C(=O)O | -0.5
O=C(/C=C/c1ccc([N+](=O)[O-])cc1)NC1CCCCC1 | 1.7
COc1ccccc1OCC(=O)NNC(=O)c1cccnc1 | -44.5
COc1ccc(CCN(C(=O)/C=C/C(=O)O)C2CC(=O)N(c3ccccc3)C2=O)cc1 (stereo not drawn) | 2.6
CCOC(=O)c1c(NC(=O)c2cccs2)sc(C(=O)Nc2ccc3c(c2)OCO3)c1C | 8.4
O=C1c2c(Cl)c(Cl)c(Cl)c(Cl)c2C(=O)N1c1cc2c(cc1Br)OCCO2 | -8.2
CCCOc1ccc(N2C(=O)CC(Nc3ccc(C(=O)OC)cc3)C2=O)cc1 (stereo not drawn) | -12.5
CCN(CC)c1ccc(NC(=O)c2cccc(OC)c2)cc1 | -14.9
COc1cc(/C=C2\C(=O)NC(=O)N(c3ccc(Cl)cc3)C2=O)c([N+](=O)[O-])cc1OC | -8.4
CCN(CC)CCCNS(=O)(=O)c1ccc([N+](=O)[O-])cc1 | -25.4
Cc1ccc(S(=O)(=O)NC(C)c2ccccc2)cc1 (stereo not drawn) | -13.9
N#CC1=C(N)Oc2cc(O)ccc2C1C1CC=CCC1 (stereo not drawn) | 7.5
Cc1ccc(OCC(=O)Nc2ccccc2[N+](=O)[O-])c(C)c1 | -25.3
Cc1ccc(OCC(=O)Nc2ccccc2-c2ccccc2)cc1 | -37.6
CC(=O)N1c2ccccc2NC2=C(C(=O)CC(C)(C)C2)C1c1ccc(Cl)cc1 (stereo not drawn) | -49.9
O=[N+]([O-])c1ccc(O)c(/C=N/Nc2nnc(-c3ccccc3)c(-c3ccccc3)n2)c1 | -19.7
CCOc1ccccc1C(=O)Nc1ccc(Cl)cc1[N+](=O)[O-] | -5.9
CCOC(=O)C1C(=O)OC2(CCCCC2)C1C(=O)OCC (stereo not drawn) | -0.4
CCOc1ccc(C(=O)Nc2ccc(O)c(-c3nc4ccccc4s3)c2)cc1Br | -15.7
COC(=O)c1c(NC(=O)CCc2ccccc2)sc2c1CCCC2 | -17.5
O=c1[nH]c2ccc(Cl)cc2c(-c2ccccc2)c1N1CCOCC1 | 2.5
C=CCNC(=O)COc1ccc(Br)cc1 | -5.6
CC(=O)Oc1ccc2c(C)c(C)c(=O)oc2c1 | -13.0
COc1ccc(/C=C2\SC(N3CCN(C(=O)CCCN4C(=O)/C(=C/c5cccs5)SC4=S)CC3)=NC2=O)cc1 | -7.5

Quoted from the listing.
Under VHR inh color, O=[N+]([O-])c1ccc(O)c(/C=N/Nc2nnc(-c3ccccc3)c(-c3ccccc3)n2)c1 has the entry -19.7
Under VHR inh color, CC(=O)N1c2ccccc2NC2=C(C(=O)CC(C)(C)C2)C1c1ccc(Cl)cc1 (stereo not drawn) has the entry -49.9
Under VHR inh color, O=c1[nH]c2ccc(Cl)cc2c(-c2ccccc2)c1N1CCOCC1 has the entry 2.5

Additional structures.
SMILES | VHR inh color
COc1ccc(N=C2SC(C(=O)N3CCN(c4ccccc4)CC3)CC(=O)N2C)cc1 (stereo not drawn) | 4.8
COC(=O)CN1C(=O)/C(=C/c2ccccn2)SC1=S | -15.9
CC(=O)NCCN=Cc1c(O)[nH]c2ccccc12 | -1.2
Cn1c(=O)n(CCOc2ccc(Br)cc2)c2ccccc21 | -2.1
CCC(C)NC(=O)CN(c1ccc(C)c(Cl)c1)S(C)(=O)=O (stereo not drawn) | -6.5
CCCNC(=O)c1ccccc1C(=O)NCCC | -24.2
Nc1cc(=O)[nH]c(SCc2ccccc2)n1 | 43.3
O=C(CSc1nc2sc3c(c2c(=O)n1-c1ccccc1)CCCC3)NCCO | -4.5
CCc1ccc(/C(C)=N/Nc2cc(-c3ccccc3)nc(C)n2)cc1 | -35.3
Cc1cccc(N2C(=O)CSC2=O)c1 | 11.8
Cc1ccccc1N1CCN(C(=S)c2ccccc2)CC1 | -0.7
O=[N+]([O-])c1ccc2nc(SCc3nc4ccccc4[nH]3)sc2c1 | 26.4
O=C(c1ccc(F)cc1)N1CCN(Cc2ccco2)CC1 | -40.0
C=CCc1cccc2cc(C(=O)Nc3ccc(C)c(C)c3)c(=O)oc12 | -12.0
CN1C(=O)/C(=C/c2cc(Br)c(Br)o2)SC1=S | 5.3
CC(=O)Nc1ccccc1NC(=O)Cc1cccs1 | 3.1
COC(=O)c1c(-c2ccccc2Cl)csc1NC(=O)/C=C/C(=O)O | -14.7
CCCOc1ccc(C(=O)N2CCc3ccccc32)cc1 | -3.6
COc1cc(C2/C(=C(\O)c3ccc(Cl)cc3)C(=O)C(=O)N2CCCCCC(=O)O)ccc1O (stereo not drawn) | -9.1
Cc1ccc(NC(=O)C2CCCN2S(=O)(=O)c2ccc(C)cc2)cc1 (stereo not drawn) | -8.9
O=C(Nc1ccc(S(=O)(=O)N2CCOCC2)cc1)c1cccs1 | 4.7
O=C(Nc1ccc(Cl)cc1)Nc1ccc(-c2nc3ccccc3s2)cc1 | -41.6
C/C(CC(=O)Nc1ccc(Nc2ccccc2)cc1)=N\NC(=O)c1ccccc1C | 12.8
C/C(CC(C)(C)Nc1ccccc1)=N\O | -5.8
CC(=O)NC1=NC(=O)/C(=C\c2ccc(-c3ccccc3[N+](=O)[O-])o2)S1 | -2.7
COc1ccc(OC)c(C2/C(=C(\O)c3ccccc3)C(=O)C(=O)N2CCCCCC(=O)O)c1 (stereo not drawn) | -5.8
CC(NC(=O)CN(c1cccc(Cl)c1)S(C)(=O)=O)c1ccccc1 (stereo not drawn) | -10.0
CCN1C(=O)/C(=C2\SC(=S)N(NC(=O)c3ccccc3Cl)C2=O)c2ccccc21 | 14.4
COc1ccc(C2CC(=O)C3=C(C2)Nc2ccccc2NC3c2ccccc2C)cc1 (stereo not drawn) | -2.9
CONC(=O)c1ccc(C(=O)c2cc(OC)ccc2OC)cc1 | 1.0
CN1CCN(C2CC(=O)N(c3ccc(N4CCOCC4)cc3)C2=O)CC1 (stereo not drawn) | 8.6
O=C(COc1ccc(Cl)cc1Br)NCc1ccc2c(c1)OCO2 | -2.1
CCOc1ccc(C(=O)N(C(=O)c2ccc(OCC)cc2)c2ncccc2C)cc1 | 3.2
OCCNCCOc1ccc(Cl)cc1 | -49.6
COc1ccc(CCN2C(=O)/C(=C\c3ccc(C(C)C)cc3)SC2=S)cc1OC | 11.2
COc1cc(OC)cc(C(=O)N2CCN(C3CCCCC3)CC2)c1 | -4.4
CC(=O)c1ccc(NC(=O)c2ccc(-c3ccc(Cl)cc3Cl)o2)cc1 | -0.1
O=C(CCCN1CCN2CCCCCC2C1)c1ccc(F)cc1 (stereo not drawn) | -24.0
CC(C(=O)NCc1ccncc1)N1C(=O)c2ccccc2C1=O (stereo not drawn) | -12.8

Screening data (PubChem)
